Compound activity (PubChem)
Scp1 inh: Scp-1 phosphatase inhibitors, primary screen, biochemical, colorimetric, uHTS | AID 493091, 2011 | inhibition, % at 20 µM | Recombinant Scp1, phosphopeptide, malachite green phosphate absorbance | Carboxy-terminal domain RNA polymerase II polypeptide A small phosphatase 1 (Homo … | 0.88% of 340,000 active;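 active = inhibition above about 50% at 20 µM, limit read from the data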;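 note: plate controls were DMSO wells with enzyme for no effect and wells lacking enzyme for full effect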
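Test system: SCP-1 phosphatase catalytic domain, residues 76-261 | Compound dosing: One concentration, 20 µM, with 1.0% DMSO | Schedule: 45 min room-temperature reaction, 5 min colour, 30 min stabiliser | Detection: Absorbance at 630 nm | Read-out basis: % inhibition of SCP-1 phosphate liberation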
SUMO1-SIM PPI: modulators of SUMO1 protein-protein interactions, primary screen, biochemical, uHTS. SUMO1 binding to a labelled peptide, TR-FRET, 1 h. inhibition, % at 20 µM. 0.33% of 360,000 active; in the data active = inhibition above about 37%
Target sequence (P63165 whole entry, looked up): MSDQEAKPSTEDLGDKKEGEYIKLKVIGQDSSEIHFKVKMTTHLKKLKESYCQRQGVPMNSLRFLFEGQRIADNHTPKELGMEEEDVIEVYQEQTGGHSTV
TbMetRS inhib: T. brucei MetRS inhibitors, primary screen, biochemical, luminescence; AID 624268, 2012; 0.4% of 360,000 active; purified T. brucei MetRS, ATP depletion, Kinase-Glo luminescence; inhibition, % at 11.9 µM; methionyl-tRNA synthetase (Trypanosoma brucei brucei);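 active = inhibition above a per-plate cutoff of the control wells' mean inhibition plus 3 SD, cut at about 5.5% in these data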;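 note: 0% = DMSO wells median and 100% = median of wells with control inhibitor compound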
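Test system – parasite MetRS enzyme · Reagent – substrates ATP, L-methionine and bulk Escherichia coli tRNA · Doses – 11.9 µM compound single dose, 0.9% DMSO · Times – 15 min enzyme-compound preincubation, 2 h reaction, 10 min detection, 25 °C · Signal – Kinase-Glo luminescence, ATP depletion format · Controls – DMSO-only wells as low control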
SKN-1 block: suppressors of acrylamide-induced Pgst-4::GFP reporter in worms, primary screen, SKN-1 inhibitor project, whole organism, uHTS, GFP/RFP fluorescence ratio, strain VP596 | C. elegans VP596 Pgst-4::GFP/RFP ratio, 24 h | inhibition, % at 21.8 µM | 0.49% of 360,000 active;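 active = interference check ratio from 0.5 to 1.5 plus GFP to RFP signal ratio inhibition reaching or exceeding a fixed threshold, cut at about 30% in these data, passing the limit was not always enough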; note: some compounds called inactive have numbers as strong as hits
LMPTP inh: LMPTP phosphatase inhibitors, primary screen, biochemical, fluorescence intensity, uHTS | recombinant LMPTP-A, OMFP fluorogenic substrate | inhibition, % at 20 µM | 0.22% of 360,000 active | Low molecular weight phosphotyrosine protein phosphatase (Homo sapiens), P24666;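 active = compounds that cut the enzyme signal by at least half of the control window in the single-dose screen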;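 note: plate controls were DMSO wells with enzyme plus substrate for no effect and substrate without enzyme for full effect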
Target sequence (P24666 whole entry, looked up): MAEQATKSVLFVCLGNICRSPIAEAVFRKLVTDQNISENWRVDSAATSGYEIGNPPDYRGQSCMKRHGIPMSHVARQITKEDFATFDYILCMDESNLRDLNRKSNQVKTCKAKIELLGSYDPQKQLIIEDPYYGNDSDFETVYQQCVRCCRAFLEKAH
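Test system: LMPTP-A phosphatase enzyme; input: 0.625 nM LMPTP-A final; reagent: OMFP substrate, 400 µM final; compound dosing: 20 µM single dose, 3% DMSO; incubation: 50 min dark incubation at room temperature; measured by: endpoint fluorescence intensity from OMFP dephosphorylation; measure: % inhibition relative to no-enzyme and uninhibited control wells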
DNMT1 inh: human DNMT1 methyltransferase inhibitors, primary screen, biochemical, molecular beacon, fluorescence, HinP1I cleavage, uHTS | DNA (cytosine-5)-methyltransferase 1 (Homo sapiens), P26358 | inhibition (reported as % activation of signal), % at 10 µM | 0.83% of 360,000 active | AID 588458, 2011; in the data active = inhibition above about 50%
CendR NRP1 mod: modulators of CendR peptide binding to NRP-1, primary screen, biochemical, fluorescence polarization, uHTS; inhibition, % at 25 µM; FAM-RPARPAR peptide binding to NRP-1; 0.85% of 360,000 active; AID 602438, 2012;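 active = inhibition or corrected inhibition above about 18%, plus a signal ratio from 0.5 to 1.5, limit read from the data, passing the limit was not always enough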; note: strong numbers were not always called active
STEP inh: STEP phosphatase inhibitors, primary screen, biochemical, fluorescence intensity, uHTS; Tyrosine-protein phosphatase non-receptor type 5 (Homo sapiens), P54829; inhibition, % at 20 µM; 0.25% of 360,000 active; recombinant STEP, OMFP fluorogenic substrate;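 active = inhibition at 20 µM, scaled per plate between control wells, above about 37%, limit read from the data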;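 note: 0% = DMSO with enzyme and substrate and 100% = substrate only without enzyme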
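Assay system: isolated STEP enzyme. Buffer or medium: pH 6.0 Bis-Tris with DTT and Tween 20. Also added: fluorogenic phosphatase substrate OMFP at 25 µM final. Dosing: 20 µM, 1% DMSO. Timing: 20 min reaction, room temperature, in the dark. Measured by: fluorescence intensity, excitation 480 nm, emission 540 nm. Evaluation: normalized % inhibition.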
Neddylation inh: inhibitors of cullin neddylation, primary screen, biochemical, TR-FRET, uHTS, NAE and Ubc12. NEDD8-conjugating enzyme Ubc12 (Homo sapiens) + NEDD8-activating enzyme E1 regulatory …. 0.58% of 360,000 active. calls only at 25 µM; in the data active = inhibition above about 36%
Target sequence (P61081 whole entry, looked up): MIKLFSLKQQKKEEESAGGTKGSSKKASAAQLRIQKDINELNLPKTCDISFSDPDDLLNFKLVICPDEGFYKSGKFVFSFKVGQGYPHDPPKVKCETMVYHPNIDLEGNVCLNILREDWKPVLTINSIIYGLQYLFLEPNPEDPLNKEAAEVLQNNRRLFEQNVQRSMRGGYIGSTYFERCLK
Target sequence (Q13564 whole entry, looked up): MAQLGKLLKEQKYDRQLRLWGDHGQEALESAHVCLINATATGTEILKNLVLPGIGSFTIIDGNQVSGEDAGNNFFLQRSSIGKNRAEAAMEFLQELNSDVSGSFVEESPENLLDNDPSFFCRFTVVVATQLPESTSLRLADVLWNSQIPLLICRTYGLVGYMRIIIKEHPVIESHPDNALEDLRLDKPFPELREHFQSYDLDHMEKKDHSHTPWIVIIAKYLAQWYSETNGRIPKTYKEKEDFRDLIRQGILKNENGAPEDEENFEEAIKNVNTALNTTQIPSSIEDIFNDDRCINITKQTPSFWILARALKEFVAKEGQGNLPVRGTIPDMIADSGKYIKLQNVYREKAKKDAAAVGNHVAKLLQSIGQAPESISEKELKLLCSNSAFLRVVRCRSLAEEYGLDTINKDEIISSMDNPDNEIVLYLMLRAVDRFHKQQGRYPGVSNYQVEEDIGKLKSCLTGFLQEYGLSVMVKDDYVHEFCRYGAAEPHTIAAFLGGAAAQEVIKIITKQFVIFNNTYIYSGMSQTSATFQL
NadD inh: inhibitors of S. aureus NadD, primary screen, biochemical, colorimetric, uHTS. purified NadD enzyme, colorimetric absorbance read-out. Nicotinate-nucleotide adenylyltransferase NadD (Staphylococcus aureus N315). inhibition, % at 20 µM. 0.78% of 360,000 active. AID 602399, 2012; in the data active = inhibition above about 26%; note: some compounds past the cut are filed as inactive
* marks the source's active call; other numbers are inactive results; i = inactive; x = not tested or not shown; & = joins results of further samples.

SMILES	Scp1 inh	SUMO1-SIM PPI	TbMetRS inhib	SKN-1 block	LMPTP inh	DNMT1 inh	CendR NRP1 mod	STEP inh	Neddylation inh	NadD inh
CCOC(=O)C1=C(COC(=O)CCNS(=O)(=O)c2ccc(C)c(C)c2)NC(=O)NC1C (stereo unspecified)	-5.0	0.1	-0.2	-10.7	-1.1	-1.3	-16.7	-0.9	i	-3.9
Cc1cc(C)cc(CC(=O)N2CCC2(C)C(=O)NS(=O)(=O)c2cccc(F)c2)c1 (stereo unspecified)	x	3.3	0.1	15.4	-1.2	-0.3	-8.5	2.9	i	3.9
CCCCSCCCNC(=O)c1cn(CC)c2ccc(S(=O)(=O)N3CCOCC3)cc2c1=O	4.5	6.1	0.8	-3.6	1.1	1.8	1.4	1.6	i	-0.1
CN1CCN(CC(C)(C)NS(=O)(=O)c2ccccc2)CC1	5.3	30.2	-0.5	12.2	-3.0	3.9	-5.9	-4.7	i	-2.6
COc1cc(NC(=S)NNC(=O)CC(C)C)c(OC)cc1Cl	-8.1	0.9	-0.8	13.0	-0.3	-0.3	-5.2	-0.7	i	-3.1
CN(C)S(=O)(=O)N(Cc1ccc(Br)cc1)c1ccccc1	-10.8	-2.0	0.5	21.3	1.8	-4.1	-6.1	2.3	i	-2.4
COc1cc(/C=C/c2cccc[n+]2C)ccc1OCC(=O)Nc1cccc(Cl)c1	70.3*	-27.3	-1.0	31.4	1.7	-1.6	1.7	-0.3	i	11.2
Cc1ccc2c(c1)C1CN(C)CCC1N2C(=O)COc1ccccc1F (stereo unspecified)	-12.9	6.8	0.3	19.0	0.1	0.7	2.1	-1.3	i	-3.2
Cc1csc(CN(C)C(=O)CC2C(=O)NCCN2CC(C)(C)C)n1 (stereo unspecified)	-6.4	-2.5	-0.2	11.1	-0.3	-8.6	8.6	1.8	i	-1.7
O=C(NCCc1ccccc1)c1c[nH]c2c(F)cccc2c1=O	2.4	-2.1	-0.5	2.8	-0.9	-1.9	6.2	-1.4	i	-7.3
Cn1c(=S)oc2ccccc21	-10.8	5.8	-0.2	-9.4	-1.1	0.7	16.7	-1.3	i	-2.3
O=C(OCC(=O)N1CCCC1=O)c1nc(Cl)c(Cl)c(Cl)c1Cl	22.4	6.5	-0.4	-17.9	2.8	42.9	14.1	5.0	i	-7.1
N=c1ccn(O)cc1CCc1ccccc1	-7.7	-0.3	-0.2	-0.7	-0.3	0.1	12.5	2.8	i	-0.2
C[C@H](CO)N1C[C@H](C)[C@@H](CN(C)C(=O)CCCN(C)C)OCc2cn(nn2)CCCC1=O	x	4.3	-0.8	3.6	-5.6	0.3	2.9	-1.0	i	-3.4
COc1ccc(OC)c(Nc2nc(-c3sc(NC(=O)C(C)(C)C)nc3C)cs2)c1	12.4	-5.7	0.1	-18.1	-0.1	-30.3	-31.2	0.4	i	17.5
COCC(=O)N(Cc1cc2cc(C)ccc2[nH]c1=O)c1ccccc1	-5.1	3.6	5.1	11.4	-1.2	-2.7	0.1	1.4	i	4.0
CN(C)C(=O)CSc1nc2ccc(C(=O)c3ccccc3)cc2[nH]1	-4.7	7.0	0.0	-10.3	0.7	1.6	6.3	4.9	i	-3.8
Cc1onc(-c2c(F)cccc2Cl)c1C(=O)NC1=NCCS1	-3.4	-4.0	-1.4	2.3	0.7	-4.1	-8.3	0.2	i	0.1
CC(C)(C)c1ccc(C(=O)NCC(=O)N2CCCCCC2)cc1	-10.2	3.2	-0.3	13.2	0.6	3.0	10.9	-2.7	i	-6.7
O=c1[nH]c(CSc2nnc(-c3ccccc3)n2C2CCCCC2)nc2ccccc12	0.6	-1.9	0.3	9.0	1.8	-22.1	2.3	-1.0	i	-2.4
Cc1cccc(N=Nc2ccc(O)c3ncccc23)c1	-1.8	-12.7	-0.3	1.9	2.0	2.9	-0.2	3.5	i	22.4
CC(C)(C)c1ccccc1OCC(=O)NCCC(=O)O	-2.0	-3.3	0.3	0.1	-0.2	3.9	-4.9	0.0	i	4.9
CN(C)CC(=O)Nc1ccc(S(N)(=O)=O)cc1	23.1	-3.1	-1.0	-9.1	-0.7	-4.8	3.7	0.6	i	0.6
O=c1[nH]c(CSc2nc(-c3ccccc3)cs2)nc2ccccc12	-1.0	2.8	0.8	5.5	2.0	-3.5	1.3	4.5	i	7.6

Another view of some results above.
structure | Scp1 inh | SUMO1-SIM PPI | TbMetRS inhib | SKN-1 block | LMPTP inh | DNMT1 inh | CendR NRP1 mod | STEP inh | Neddylation inh | NadD inh
CN1CCN(CC(C)(C)NS(=O)(=O)c2ccccc2)CC1 | 5.3 | 30.2 | -0.5 | 12.2 | -3.0 | 3.9 | -5.9 | -4.7 | i | -2.6
COc1cc(NC(=S)NNC(=O)CC(C)C)c(OC)cc1Cl | -8.1 | 0.9 | -0.8 | 13.0 | -0.3 | -0.3 | -5.2 | -0.7 | i | -3.1

Remaining list, next part:
SMILES	Scp1 inh	SUMO1-SIM PPI	TbMetRS inhib	SKN-1 block	LMPTP inh	DNMT1 inh	CendR NRP1 mod	STEP inh	Neddylation inh	NadD inh
Cc1noc(C)c1S(=O)(=O)NCCN1CCN(c2ccccc2)CC1	-8.7	-2.1	-0.3	15.0	0.8	2.3	2.5	-1.3	i	-6.4
COC(=O)C1(C)NC(c2ccccc2F)C2C(=O)N(c3ccccc3)C(=O)C21 (stereo unspecified)	-3.7	-2.4	0.0	-16.4	-0.8	-0.3	2.6	3.4	i	-4.3
COc1cccc(C(=O)CN2C3=NCCCN3c3ccccc32)c1	-2.6	-0.5	-0.6	-1.7	0.3	-1.2	-1.2	-2.1	i	2.5
COc1ccc(-c2csc(CCN3N=C(C)CC3=O)n2)cc1	-6.2	9.5	1.5	5.9	3.5	-16.8	-1.6	1.3	i	7.7
CC(C)CN(C(=O)COC(=O)c1ccccc1SCC(=O)N1CCCC1)C1CCS(=O)(=O)C1 (stereo unspecified)	0.4	-1.3	-0.6	5.8	-1.3	6.5	-0.7	-2.7	i	-0.8
N#C/C(=C\c1cn(-c2ccccc2)nc1-c1cc2ccccc2o1)c1nc2ccccc2[nH]1	-8.3	3.9	0.2	-1.0	0.3	6.3	-78.4	-4.3	x	28.9*
CCOC(=O)CN(C(=O)Cn1nnc(-c2ccc(OC)cc2)n1)C(C(=O)NC1CCCC1)c1ccc(F)cc1 (stereo unspecified)	-4.6	-3.4	-0.8	2.6	1.5	-1.9	-8.0	-0.2	i	-5.7
Cn1nnnc1SCc1ccccc1[N+](=O)[O-]	-1.3	-15.4	-0.3	20.6	-0.6	1.2	1.4	1.4	i	0.3
COc1ccc(CC(=O)OCn2nnc3ccccc3c2=O)cc1	-13.1	-3.6	-1.0	1.7	0.3	1.1	8.5	-3.0	i	-8.6
Cc1nnc(SCC(=O)N2CCOCC2)[nH]c1=O	-10.5	-1.2	-0.2	8.2	-0.4	1.5	8.1	0.3	i	-4.4
COc1cc(NC(=O)c2cccs2)c(OC)cc1NC(=O)CCC(=O)Nc1ccc(C)cc1	-2.0	15.3	-0.4	-7.8	2.1	-0.2	-4.5	-0.4	i	-1.0
Cc1cccc(C)c1NC(=O)CN(C)C(=O)Cn1c(=O)cnc2ccccc21	1.0	3.8	0.2	9.7	-0.1	1.0	-1.0	4.7	i	2.7
O=S1(=O)C[C@@H](N2CCOCC2)[C@H](N2CCOCC2)C1	-10.4	-1.2	-0.8	-4.8	-3.0	0.6	4.8	-3.1	i	-8.7
C/C(=N\NC(=O)c1cccc(O)c1)c1cccc(NC(=O)c2ccc(F)cc2)c1	1.0	6.0	-0.8	-5.7	-0.4	-0.2	1.4	-0.7	i	-5.3
Cc1occc(=O)c1OCc1c(Cl)cccc1Cl	11.5	2.1	1.0	-10.9	-1.2	-0.5	-10.2	0.6	i	-2.3
O=C(CN(C(=O)CNS(=O)(=O)c1ccccc1)c1ccc(Cl)cc1)NCC1CCCO1 (stereo unspecified)	-3.1	-3.1	0.2	14.8	-2.1	0.4	-0.1	6.0	i	-1.5
O=C(O)c1cc2c(ncc3c(=O)n(-c4ccccc4)[nH]c32)s1	x	5.6	-0.3	4.9	0.8	-4.6	4.1	-1.2	i	3.4
Cc1ccc(S(=O)(=O)Nc2c(C)n(C)n(-c3ccccc3)c2=O)cc1	-3.9&-5.5	2.1&-1.6	0.2&-0.2	-2.7&8.7	-2.1&-2.3	-3.7&3.3	11.9&3.7	-1.3&-1.2	i	-0.8&2.0
O=C(O)c1cc(-c2ccc(Br)s2)nc2ccccc12	-6.5	6.8	0.1	1.1	1.4	0.2	-13.6	4.3	i	1.6
CCC(C)(C)NC(=O)C(c1cccs1)N(C(=O)c1ccn[nH]1)c1cccc(OC)c1 (stereo unspecified)	-9.2	3.1	-0.3	0.4	-1.0	-2.6	5.4	-3.3	i	-1.6
COc1ccc(C)c2sc(N(CCCN(C)C)C(=O)CS(=O)(=O)c3ccc(F)cc3)nc12	1.2	-6.5	0.1	17.6	-0.6	0.5	2.6	-1.2	i	-2.7
Cc1ccc(NCC(=O)Nc2cccc(S(=O)(=O)N(C)C)c2)cc1S(=O)(=O)N1CCCCCC1	-4.0	0.6	-0.3	0.6	1.5	-4.5	-0.9	0.3	i	-3.5
COc1ccc(-n2c(=O)c(CCC(=O)N3CCC(C)CC3)nc3ccccc32)cc1	-4.8	-19.0	-0.3	-6.2	-0.6	-1.4	4.0	-2.6	i	1.1
Cn1cc(SCC(=O)N2CCOCC2)c2ccccc21	-11.2	2.4	-0.3	3.5	-2.0	-1.2	8.2	-1.5	i	-4.0
CN(C(=O)c1cccc(NC(=O)Cc2cccc(NC(=O)C3CCN(C(=O)C4CCCC4)CC3)c2)c1)C1CC1	-8.3	-1.7	-0.2	12.7	-0.7	1.2	2.1	0.7	i	10.8
COc1cc(C(=O)NNC(=S)NC(=O)c2ccc(Cl)cc2)cc(OC)c1OC	-4.1	7.4	-0.7	4.6	-2.9	0.7	-8.3	2.5	i	5.2
Cc1cccc2cncc(OCc3nnc(SC(F)F)n3C)c12	8.4	2.6	-0.4	8.6	-0.4	1.8	-1.2	2.3	i	2.5
